All columns: NCI-60 one-dose screen, growth in % after 48 h at 10 µM unless noted; 100 = growth as untreated, 0 = no growth, -100 = all killed.
UACC-257 – UACC-257 melanoma; hit rate 4.4% among 78,000
SK-MEL-5 – SK-MEL-5 melanoma. AID 1794755. hit rate 6.4% among 80,000
LOX IMVI – LOX IMVI melanoma | hit rate 7.4% among 79,000
MDA-MB-435 – MDA-MB-435 melanoma; hit rate 7.8% among 82,000; AID 1794794
UACC-62 – UACC-62 melanoma; hit rate 5.4% among 81,000
SK-MEL-2 – SK-MEL-2 melanoma | hit rate 4.7% among 77,000
SK-MEL-28 – SK-MEL-28 melanoma. hit rate 4.1% among 81,000. AID 1794761
MALME-3M – MALME-3M melanoma | AID 1794766 | hit rate 5.8% among 78,000
* hit, by the source's call; x = no result given; & = joins results of further samples; [ ] = remark or other dose. How the source made its calls: active means growth percent below 10; inactive means the rest. These rows are one share of the data (hit frequency here may not be typical).

Compound | UACC-257 | SK-MEL-5 | LOX IMVI | MDA-MB-435 | UACC-62 | SK-MEL-2 | SK-MEL-28 | MALME-3M
C#Cc1ccc2c(c1)C(c1ccccc1)=NCC(=O)N2C | 68.5 | 34.7 | 44.4 | 11.4 | 31.0 | 25.5 | 59.1 | 74.5
Nc1nnc(Sc2nc3ccc(Cl)cc3c(=O)n2-c2ccc(Cl)cc2)s1 | 87.8 | 89.2 | 96.2 | 89.2 | 95.6 | 97.9 | 94.3 | 97.1
S=c1nc2[se]c3c(c2c(Nc2ccccc2)[nH]1)CCCCC3 | x | 98.1 | 94.0 | 104.7 | 99.8 | 94.1 | 100.2 | 116.4
N#Cc1ccc(Cn2cc(/C=C3/C(=O)C4CCN3CC4)c3cccnc32)cc1 | 94.0 | 87.6 | 89.9 | 98.9 | 81.9 | 98.6 | 100.1 | 102.7
O=C(N/N=C/c1ccc(N(CCCl)CCCl)cc1)c1cc(=O)[nH]c(=O)[nH]1 | 101.1 | 98.9 | 93.4 | 116.2 | x | 109.0 | 116.2 | 101.3
CN(C1CCCC1)C1CCCC1 | 92.2 | 105.4 | 100.2 | 98.3 | 110.2 | 124.8 | 95.4 | 101.9
COC(=O)[C@H](C[C@H](Cc1ccccc1)NC(=O)c1csc([C@@H](C[C@H](C(C)C)N(C)C(=O)[C@@H](NC(=O)[C@H]2CCCCN2C)C(C)C)OC(C)=O)n1)NC(=O)OCc1ccccc1 | 13.9[8.5 µM] | -13.3*[8.5 µM] | 13.8[8.5 µM] | -33.0*[8.5 µM] | 23.8[8.5 µM] | 5.8*[8.5 µM] | -69.7*[8.5 µM] | -53.7*[8.5 µM]
O=C1C(Cc2ccccc2)C(=O)N(Cc2ccccc2)C(=O)N1Cc1ccccc1 | 91.5 | 101.7 | 96.0 | 100.4 | 105.9 | 97.8 | 89.0 | 94.3
Oc1ccccc1C=NCCN=Cc1ccccc1O | 96.4 | 99.5 | 95.6 | 107.6 | 98.8 | 106.1 | 102.8 | 112.6
O=C1C(Cl)=C(Cl)C1(Cl)Cl | 95.0 | 105.9 | 101.0 | 105.7 | 104.3 | 133.9 | 105.5 | 100.6

The last 6 entries of the part above come first, to join the parts:
Compound | UACC-257 | SK-MEL-5 | LOX IMVI | MDA-MB-435 | UACC-62 | SK-MEL-2 | SK-MEL-28 | MALME-3M
O=C(N/N=C/c1ccc(N(CCCl)CCCl)cc1)c1cc(=O)[nH]c(=O)[nH]1 | 101.1 | 98.9 | 93.4 | 116.2 | x | 109.0 | 116.2 | 101.3
CN(C1CCCC1)C1CCCC1 | 92.2 | 105.4 | 100.2 | 98.3 | 110.2 | 124.8 | 95.4 | 101.9
COC(=O)[C@H](C[C@H](Cc1ccccc1)NC(=O)c1csc([C@@H](C[C@H](C(C)C)N(C)C(=O)[C@@H](NC(=O)[C@H]2CCCCN2C)C(C)C)OC(C)=O)n1)NC(=O)OCc1ccccc1 | 13.9[8.5 µM] | -13.3*[8.5 µM] | 13.8[8.5 µM] | -33.0*[8.5 µM] | 23.8[8.5 µM] | 5.8*[8.5 µM] | -69.7*[8.5 µM] | -53.7*[8.5 µM]
O=C1C(Cc2ccccc2)C(=O)N(Cc2ccccc2)C(=O)N1Cc1ccccc1 | 91.5 | 101.7 | 96.0 | 100.4 | 105.9 | 97.8 | 89.0 | 94.3
Oc1ccccc1C=NCCN=Cc1ccccc1O | 96.4 | 99.5 | 95.6 | 107.6 | 98.8 | 106.1 | 102.8 | 112.6
O=C1C(Cl)=C(Cl)C1(Cl)Cl | 95.0 | 105.9 | 101.0 | 105.7 | 104.3 | 133.9 | 105.5 | 100.6
COc1cc(-c2ccc(N)c(OC)c2)ccc1N | 134.2 | 105.4 | 88.9 | 107.3 | x | 118.1 | 110.9 | 78.1
Cn1c(O)c(/C=C2\C=Nc3ccccc32)c(=O)n(C)c1=O | 100.9 | 74.0 | 86.6 | 104.8 | 85.2 | 96.5 | 104.2 | 96.9
COc1ccc(NP2(=O)NCCCN2)cc1 | 102.1 | 112.8 | 102.8 | 110.1 | 101.8 | 115.6 | 111.0 | 127.8
C[N+]12CN3CN(CN(C3)C1)C2 | x | 112.0 | 99.7 | 101.1 | 104.5 | 96.2 | 105.6 | 111.0
CNC(=O)Oc1cc(C(C)C)ccc1Sc1ccc(C(C)C)cc1OC(=O)NC | 65.5 | 33.1 | 62.2 | 4.2* | 47.2 | 72.4 | 66.3 | 62.7
CC1=C(CCC=O)C2=C(C)C3(CC3)[C@@](C)(O)C(=O)C2=C1 | -92.1* | -100.0* | -94.8* | -88.8* | -96.5* | -70.6* | -99.3* | -96.0*
CN(C)CCc1ccccn1 | 99.1 | 102.5 | 97.3 | 103.8 | 98.8 | 92.2 | 110.2 | 97.6
O=C1NC(=S)NC(=O)C1=Cc1cccc([N+](=O)[O-])c1 | 100.0 | 103.1 | 92.6 | 105.1 | 110.0 | 115.7 | 124.6 | 109.2
CC(=C\C(=O)Oc1ccc2c3c1OC1C(O)CCC4(O)C(C2)N(CC2CCC2)CCC314)/C=C1\CCCc2ccccc21 (stereo unspecified) | -36.8* | 45.5 | 5.5* | 61.8 | -16.4* | 84.3 | 17.1 | 34.6
CC(=O)Nc1cccc([As](=O)(c2cccc(NC(C)=O)c2)c2cccc(NC(C)=O)c2)c1 | 93.8 | 101.0 | 95.3 | 99.6 | 91.0 | 77.4 | 102.0 | 93.8

4 entries from above, with two lines to a compound:
Under each structure – UACC-257, SK-MEL-5, LOX IMVI, MDA-MB-435, UACC-62, SK-MEL-2, SK-MEL-28, MALME-3M
COc1ccc(NP2(=O)NCCCN2)cc1
→ 102.1, 112.8, 102.8, 110.1, 101.8, 115.6, 111.0, 127.8
CC(=O)Nc1cccc([As](=O)(c2cccc(NC(C)=O)c2)c2cccc(NC(C)=O)c2)c1
→ 93.8, 101.0, 95.3, 99.6, 91.0, 77.4, 102.0, 93.8
Cn1c(O)c(/C=C2\C=Nc3ccccc32)c(=O)n(C)c1=O
→ 100.9, 74.0, 86.6, 104.8, 85.2, 96.5, 104.2, 96.9
CNC(=O)Oc1cc(C(C)C)ccc1Sc1ccc(C(C)C)cc1OC(=O)NC
→ 65.5, 33.1, 62.2, 4.2*, 47.2, 72.4, 66.3, 62.7

(further entries)
Compound | UACC-257 | SK-MEL-5 | LOX IMVI | MDA-MB-435 | UACC-62 | SK-MEL-2 | SK-MEL-28 | MALME-3M
Clc1c2ccccc2c(Cl)c2ccccc12 | 107.0 | 106.3 | 96.6 | 103.0 | 102.3 | 109.0 | 114.6 | 107.4
O=C(O)C1CC2(Cl)C(Cl)=C(Cl)C1(Cl)C2(Cl)Cl (stereo unspecified) | 105.2 | 103.2 | 100.5 | 111.4 | 102.8 | 104.9 | 112.6 | 120.2
COc1ccc2c3c([nH]c2c1)C(C)=NCC3 | 109.0 | 101.0 | 95.8 | 80.2 | 106.0 | 101.7 | 98.1 | 97.5
COc1cc(NC(C)CCCNC2CN3CCC2CC3)c2ncccc2c1 (stereo unspecified) | 39.9 | 70.0 | 76.1 | 94.3 | 38.0 | 91.7 | 95.3 | 81.3
CCC1(CC)C(=O)C=CNC1=O | 102.7&105.2&115.6 | 100.1&118.0&99.5 | 101.0&114.5&96.6 | 102.5&105.4&106.4 | 110.1&111.2&110.3 | 114.0&99.0 | 112.7&110.6&110.2 | 96.6&106.0&96.6
C[C@@H]1C[C@H]2C(=O)O[C@@H](C)C(NC(=O)[C@H](Cc3cc(F)cc(F)c3)NC(=O)Nc3ccc(OS(=O)(=O)F)cc3)C(=O)N3CCC[C@H]3C(=O)N3CCO[C@H](C)[C@H]3C(=O)N[C@@H](CO)C(=O)N2C1 (stereo partly specified) | 16.2 | -6.3* | 7.6* | 20.8 | 23.5 | x | 40.5 | 39.0
C=C(C)C1(CCCC)C(=O)NC(=S)NC1=O | 93.4&102.0 | 103.6&90.3 | 95.1&98.8 | 104.3&98.2 | 104.6&98.9 | 93.4&103.8 | 111.6&101.3 | 92.5&102.6
Oc1c(O)c(Cl)c(Cl)c(Cl)c1Cl | -9.2* | 22.5 | 24.4 | 30.8 | 3.6* | 39.1 | 51.4 | 64.7
CCC1C(=O)N(C)C(=O)N(C)C1=O | 96.9 | 110.1 | 100.3 | 128.5 | 87.7 | 115.9 | 108.3 | 102.8
O=C(O)CCl | 102.0 | 104.5 | 91.0 | 98.9 | x | 108.5 | 111.9 | x

(next part)
Compound | UACC-257 | SK-MEL-5 | LOX IMVI | MDA-MB-435 | UACC-62 | SK-MEL-2 | SK-MEL-28 | MALME-3M
COc1ccc(CC2=NCCc3cc(OC)c(OC)cc32)cc1OC | 104.5&97.0 | 95.8&100.1 | 70.9&72.7 | 101.1&87.4 | 79.8&90.0 | 75.7&96.7 | 105.4&106.2 | 134.9&86.7
Cc1ccccc1C(=O)N1CC1C (stereo unspecified) | 127.9 | 110.3 | x | 122.6 | 100.3 | 106.3 | 110.5 | x
CC(C)CCC1(CCCl)C(=O)NC(=O)NC1=O | 91.1 | 97.4 | 97.0 | 97.0 | 97.6 | 104.4 | 98.4 | 95.3
C[C@]12CC[C@H](OC3OC(O)C(O)C(O)C3O)C=C1CCC1C2CC[C@]2(C)[C@@H](c3ccc(=O)oc3)CC[C@]12O (stereo partly specified) | 111.8 | -96.3* | -84.4* | -88.2* | -84.3* | -61.3* | -82.9* | -47.6*
CC1CNCCN1c1ccc(Cl)cc1 (stereo unspecified) | 104.8 | 108.9 | 95.8 | 119.1 | 103.3 | 78.5 | 112.6 | x
